Assay outcomes deposited in PubChem BioAssay by Broad Institute.
S100A4 inh HTS = inhibitors of human S100A4 binding to myosin IIA peptide | actives 0.14% (n = 360,000) | S100A4/TAMRA-MyoIIA peptide fluorescence polarization | P26447 | inhibition, % at 10.7 µM;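 active = mean inhibition of at least 70% across replicates, with every replicate also reaching that level; inconclusive = mean inhibition reaches 70% but some replicates fall short; inactive = mean inhibition below 70%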
Target sequence (P26447 whole entry, looked up): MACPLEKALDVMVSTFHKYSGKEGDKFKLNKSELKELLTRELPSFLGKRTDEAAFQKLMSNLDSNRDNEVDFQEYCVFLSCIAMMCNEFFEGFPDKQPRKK
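Compound dosing: one dose per compound; test system: human S100A4 monomer with TAMRA-labelled myosin IIA peptide; probe or stimulus: TAMRA-labelled myosin IIA heavy-chain peptide probe, 5 nM; medium: HEPES buffer with Ca2+, pH 7.2; schedule: 5 min incubation before reading; benchmarks: neutral control DMSO, positive control TFP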
FN deposition inh = fibronectin deposition inhibition | AH1F fibroblasts, Alexa488-fibronectin deposition fluorescence, overnight | actives 0.086% (n = 350,000) | inhibition, % at 12.6 µM | AID 743247;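 active = mean inhibition across replicates of 30% or more, regardless of how many single replicates reach that level; inconclusive = mean under 30% yet at least half of replicates reach 30%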;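 also: positive control wells lacked labelled fibronectin entirely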
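Material – AH1F fibroblast monolayer, labelled fibronectin deposition · Reagent – labelled fibronectin 24 nM · Timing – 1 h adhesion, overnight exposure · Measured by – fluorescence at 485 nm excitation, 525 nm emission · Read-out – inhibition of fibronectin deposition signal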
SIRT5 inh = inhibitors of human sirtuin-5 desuccinylase; Q9NXA8; Purified SirT5, succinyl-peptide AMC, trypsin-coupled fluorescence; inhibition, % at 15 µM; actives 1.1% (n = 330,000); in the data active = inhibition above about 15%; inconclusive = no clear call, values can overlap the other calls
Target sequence (Q9NXA8 whole entry, looked up): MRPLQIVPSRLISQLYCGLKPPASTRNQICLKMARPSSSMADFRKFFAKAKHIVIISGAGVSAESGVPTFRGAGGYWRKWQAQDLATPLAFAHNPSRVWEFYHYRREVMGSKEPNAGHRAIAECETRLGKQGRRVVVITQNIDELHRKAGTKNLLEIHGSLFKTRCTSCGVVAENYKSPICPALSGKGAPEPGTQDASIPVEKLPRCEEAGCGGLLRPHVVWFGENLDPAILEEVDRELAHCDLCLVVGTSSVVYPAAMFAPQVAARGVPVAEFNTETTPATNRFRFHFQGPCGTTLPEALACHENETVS
esBAF inh = SWI/SNF esBAF complex inhibition; mouse ES cells, Bmi1-luciferase knock-in reporter, 24 h; 100% = twice the neutral-well signal; reporter increase, % at 12.5 µM; actives 2% (n = 350,000); AID 602393; in the data active = activation above about 40%; inconclusive = no clear call, values can overlap the other calls;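 also: 0% = median of the plate's neutral control wells and 100% = double that signal; a rise in the Bmi1 reporter signal indicates esBAF inhibition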
Casp6 inh = inhibitors of human caspase-6; P55212; purified caspase-6, Z-VEID-R110 cleavage fluorescence; inhibition, % at 12.5 µM; actives 0.53% (n = 350,000); AID 686996;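 active = mean inhibition across replicates at least about 35%, with every replicate also reaching that limit, limit read from the data; inconclusive = only one of the two criteria met; inactive = neither criterion met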;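 also: 0% = median of neutral control wells and 100% = no fluorescence left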
Target sequence (P55212 24-179 limits assumed): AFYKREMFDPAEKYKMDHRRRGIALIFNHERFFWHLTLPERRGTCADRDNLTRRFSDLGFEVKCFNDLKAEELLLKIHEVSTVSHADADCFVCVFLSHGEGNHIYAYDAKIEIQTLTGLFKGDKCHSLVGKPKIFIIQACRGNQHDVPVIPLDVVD
Target sequence (P55212 194-293 limits assumed): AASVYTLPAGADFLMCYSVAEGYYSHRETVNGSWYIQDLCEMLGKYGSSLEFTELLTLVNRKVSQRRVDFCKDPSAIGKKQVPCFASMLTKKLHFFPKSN
LGR2 antag = Drosophila LGR2 receptor signaling inhibition; HEK293 LGR2, CRE-luciferase, bursicon-stimulated, 4 h; inhibition, % at 9.99 µM; actives 0.35% (n = 380,000); AID 720647;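 active = drop in luminescence signal, shown as inhibition above about 50% in the replicate tests, limit read from the data, passing the limit was not always enough; inconclusive = probably only some replicates passing the limit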;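 also: agonist challenge used bursicon conditioned medium at about half maximal strength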
C2C12 statin = protects C2C12 myotubes from simvastatin toxicity; ATP luminescence, 48 h; scaled: DMSO 0, geranylgeraniol control 100; rescue of ATP level, % at 7.49 µM; actives 0.78% (n = 330,000);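 active = mean ATP rescue above about 67%, or every replicate alone reaching that limit, limit read from the data, passing the limit was not always enough; inconclusive = no clear call, values can overlap the other calls; inactive = mean under the limit and some replicate under it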;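 also: myotubes were challenged with 10 µM simvastatin during compound exposure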
The depositor's hits bear a star; u = inconclusive; x = not tested or not shown; & = joins results of further samples.

No.	mol	esBAF inh	SIRT5 inh	FN deposition inh	C2C12 statin
1	Cc1nn2c(C)c(C(=O)Nc3ccccc3)cnc2c1C#N	0	-2	x	-10
2	Cc1nc(-c2ccccc2)sc1C1(C)CC(c2c(Cl)cccc2Cl)=NO1 (stereo not given)	17	-7	4	-3
3	Cc1cc(=S)c2ccccc2[nH]1	x	-3	-23	x
4	NS(=O)(=O)c1ccc(NC(=O)c2ccccc2C(=O)N2CCCCC2)cc1	-3	x	-2	-9
5	CCCCc1cc(=O)oc2cc(C)cc(OCC(=O)Nc3ccccn3)c12	11	5	17	u
6	Cc1ccc(CNc2oc(-c3ccco3)nc2S(=O)(=O)c2ccccc2)cc1	0	x	1	41
7	CO[C@@H](CN(C)Cc1cc(F)ccc1F)[C@H](C)CN([C@@H](C)CO)S(=O)(=O)c1ccc(F)cc1	6	x	-14	-1
8	CSc1ccc(-c2c(C#N)c(N)nc3c2c(C)nn3-c2ccccc2)cc1	2	x	15	-17
9	COc1cc(CNC(=O)c2cc(-c3ccc(OC)cc3C)n[nH]2)cc(OC)c1	-7	-4	-8	17
10	O=C(CN1CCN(c2ccc(F)cc2)CC1)Nc1ccc2c(c1)OCCO2	-16	1	-5	-5

No.	S100A4 inh HTS	LGR2 antag	Casp6 inh
1	4	25	-1
2	6	-3	2
3	2	-2	1
4	x	x	x
5	0	-6	1
6	x	x	x
7	-3	14	-1
8	x	x	x
9	0	4	3
10	2	-13	-4

Carrying on.
No.	mol	esBAF inh	SIRT5 inh	FN deposition inh	C2C12 statin
11	C[C@@H](NC(=O)C[C@H]1C=C[C@H](NC(=O)CN2CCOCC2)[C@@H](CO)O1)c1ccccc1	-3	-1	1	-1
12	O=C(O)c1cccc(NC(=O)c2ccc3c(c2)C(=O)N(c2cccc([N+](=O)[O-])c2)C3=O)c1	1	-3	4	-3
13	O=C(NCCSCc1ccccc1)c1ccccc1	x	1	-3	x
14	CN(C(=O)c1cccc(NC(=O)Cc2ccc(NC(=O)C3CCCN(C(=O)C4CCCC4)C3)cc2)c1)C1CC1 (stereo not given)	-3	-4	-15	0
15	Cn1c(=O)c2cc(NC(=O)NCc3ccc(Cl)cc3Cl)ccc2n1Cc1ccc(F)cc1	0	x	13	8
16	O=C(O)C(c1ccccc1)C(O)C1CCCC1 (stereo not given)	4	x	x	-2
17	Cc1cccc(-c2oc3ccccc3c2C#CCCO)c1	2	x	5	7
18	S=C(NCc1ccccc1)NCc1ccco1	-12	0	x	10
19	O=C(NC1CCCC1)N1CCCCN2[C@@H](CO)[C@H](c3ccc(-c4cncnc4)cc3)[C@@H]2C1	x	3	x	x
20	O=Cc1cc(-c2ccccc2)[nH]c1-c1ccccc1	30	-3	-7	-2

No.	S100A4 inh HTS	LGR2 antag	Casp6 inh
11	4	2	0
12	1	0	x
13	-2	-13	0
14	0	3	1
15	3	x	-6
16	-1	-11	-4
17	-4	-14	-4
18	2	-1	0
19	25	-11	1
20	4	2	-1

The results go on.
No.	mol	esBAF inh	SIRT5 inh	FN deposition inh	C2C12 statin
21	COc1ccc(CNC(=O)C(=O)N2CCC3(CC2)OCCN3S(=O)(=O)c2ccc(C)cc2)cc1	x	-3	4	x
22	O=C(Nc1ccc(Cl)cc1)C1CCCN1C(=O)NCc1ccccc1 (stereo not given)	-4	-2	5	4
23	Cc1ccc(S(=O)(=O)N(C)C[C@@H]2OCc3ccccc3-c3ccccc3C(=O)N([C@H](C)CO)C[C@H]2C)cc1	-3	x	15	x
24	COc1ccc(-n2cnc3c(cnn3CCC#N)c2=N)cc1	10	x	x	6
25	COc1ccc(NC(=O)/C=C/c2ccccc2[N+](=O)[O-])c(OC)c1	x	-2	-7	x
26	CCCC#Cc1cnc2c(c1)C(=O)N([C@@H](C)CO)C[C@@H](C)[C@H](CN(C)S(=O)(=O)c1cn(C)cn1)O2	5	1	x	11
27	O=C(N/N=C/c1ccccn1)c1cc(-c2ccc(Cl)s2)[nH]n1	0	-2	4	2
28	CCN(Cc1nc2cc(OC)c(OC)cc2c(=O)[nH]1)C(=O)c1ccc(S(=O)(=O)N(C)C)cc1	-6	x	9	-1
29	NS(=O)(=O)c1ccc(NC(=O)/C=C/c2cccc(Cl)c2)cc1	x	0	x	x
30	CCNC(=O)C[C@H]1C=C[C@@H](NS(=O)(=O)c2ccc(F)cc2)[C@@H](CO)O1	-4	2	4	-5

No.	S100A4 inh HTS	LGR2 antag	Casp6 inh
21	-12	-11	1
22	-10	18	-3
23	-8	9	-2
24	x	2	x
25	0	-20	-2
26	3	-1	1
27	-2	3	0
28	x	x	x
29	-4	-38	0
30	3	12	-1

Next section.
No.	mol	esBAF inh	SIRT5 inh	FN deposition inh	C2C12 statin
31	CCCN1C(=O)c2ccc(C(=O)Nc3cc(C)on3)cc2C1=O	10	x	3	-9
32	COc1ccccc1CNC(=O)[C@H](C)NC(=O)C1CCN(C(=O)[C@@H](N)C(C)C)CC1	-2	0	x	6
33	COC(=O)C[C@@H]1CC[C@H]2[C@@H](COc3ccc(NC(=O)NC(C)C)cc3C(=O)N2C)O1	-3	-5	-15	12
34	Cc1ccc(C)c(-c2csc(NC(=O)c3cnccn3)n2)c1	x	-4	5	x
35	COc1cccc(C(=O)OCC(=O)NC(C)CCc2ccccc2)c1O (stereo not given)	0	1	3	5
36	C[C@H](CO)N1C[C@H](C)[C@H](CN(C)Cc2ccc(Oc3ccccc3)cc2)Oc2c(NC(=O)NC3CCCCC3)cccc2C1=O	0	3	13	x
37	COCCCN1C(=O)C(=O)/C(=C(/O)c2ccc3c(c2)CC(C)O3)C1c1cccnc1 (stereo not given)	-12&-2	x	-6	8
38	O=C(C[C@H]1C[C@@H]2c3cc(NC(=O)C4CCOCC4)ccc3O[C@@H]2[C@@H](CO)O1)NCc1ccc2c(c1)OCO2	1	0	x	2
39	C[C@@H]1CCCCO[C@@H](CN(C)Cc2ccc(Cl)c(Cl)c2)[C@@H](C)CN([C@@H](C)CO)C(=O)c2cc(NC(=O)NC3CCCCC3)ccc2O1	-1	16*	x	u
40	OCC1(Cc2ccccc2)CCN(Cc2cccc(F)c2F)CC1	-1	1	0	-6

No.	S100A4 inh HTS	LGR2 antag	Casp6 inh
31	x	x	x
32	2	8	-5
33	10	11	-1
34	-1	6	-1
35	-6	1	-1
36	4	1	2
37	-17	x	x
38	26	4	-1
39	-37	8	-2
40	-7	-9	1

The listing continues:
No.	mol	esBAF inh	SIRT5 inh	FN deposition inh	C2C12 statin
41	NC(=O)c1nsc(C(=O)N(CCc2ccccc2)C(C(=O)NC2CCCC2)c2ccco2)c1N (stereo not given)	-3	-2	x	16
42	CCOC(=O)N1CCN(C(=O)CN(c2ccc(C)c(C)c2)S(=O)(=O)c2ccccc2)CC1	2	x	-2	8
43	COCOCCn1cc(CN2CCS(=O)(=O)N(Cc3ccc(-c4ccc(Cl)c(Cl)c4)cc3)C(C(C)C)C2=O)nn1 (stereo not given)	-13	0	-1	-11
44	CCOC(=O)c1nn(-c2ccc(OCC)cc2)c2nc(-c3cccc(OC)c3)c(C#N)c(=O)n12	-8	-2	-1	2
45	O=C(O)CSCC(=O)NCc1ccc(Cl)cc1Cl	-1	-2	x	-6
46	CCOC(=O)N1CCN(C(=O)COc2cccc3c2CCN(CC)C3=O)CC1	-1	-4	8	-1
47	NC(Cc1ccc(Cl)cc1)c1csc(NC(=O)NCCc2ccccc2)n1 (stereo not given)	3	x	10	-46
48	CCN(CC)S(=O)(=O)c1csc(C(=O)NCc2ccccc2)c1	4	x	1	-3
49	O=C(N/N=C/c1cccc(Br)c1)C1CC(=O)N(c2ccccc2)C1 (stereo not given)	-2	-1	9	4
50	O=c1[nH]c(/C=C2\C=Nc3ccccc32)c(O)n1Cc1ccccc1F	-6	7	6	4

No.	S100A4 inh HTS	LGR2 antag	Casp6 inh
41	1	-10	-1
42	x	x	x
43	-3	12	-2
44	-1	-3	-1
45	1	7	1
46	5	0	0
47	-2	1	-3
48	x	x	x
49	0	-2	4
50	-1	10	1

The results go on.
No.	mol	esBAF inh	SIRT5 inh	FN deposition inh	C2C12 statin
51	Cc1ccccc1N1CC(C(=O)Nc2nnc(SCCN3CCOCC3)s2)CC1=O (stereo not given)	x	1	-2	x
52	Cc1ccccc1/C=N/NC(=O)Cn1cnc([N+](=O)[O-])n1	1	x	-3	6
53	Cc1c(NS(=O)(=O)c2ccc(NCC3CCCO3)c([N+](=O)[O-])c2)c(=O)n(-c2ccccc2)n1C (stereo not given)	-10	2	0	0
54	COc1ccc(NC(=O)Cc2c[nH]c3ccccc23)cc1S(=O)(=O)N1CCOCC1	-8	-2	-2	5
55	COCCC(=O)N1CCC(Oc2ccc(C(=O)NCCCC3CCCC3)cc2)CC1	0	-3	x	-1
56	COc1ccc(C(C(=O)NCCC(C)C)N(CCO)C(=O)c2snc(C(N)=O)c2N)cc1 (stereo not given)	-6	-3	11	4
57	O=C(Nc1nc(-c2ccccn2)cs1)c1ccc2c(c1)OCCO2	-1	-1	18	-84
58	c1cnc(-c2nnc3n2CCCCC3)cn1	-4	x	-16	16
59	COc1cccc(C(=O)Nc2ccc(S(=O)(=O)Nc3onc(C)c3C)cc2)c1	-9	x	-4	5
60	COc1cccc(CNC(=O)[C@H]2CCCN2C(=O)[C@H]2CCCN2C(=O)c2cccc(OC)c2)c1	x	x	-3	x

No.	S100A4 inh HTS	LGR2 antag	Casp6 inh
51	2	-7	-6
52	x	x	x
53	13	12	1
54	-1	12	3
55	0	15	-3
56	-5	9	-1
57	-3	13	-2
58	x	1	x
59	x	x	x
60	8	1	1

Shown with two lines to a compound: part of the list above
Each structure is followed by: esBAF inh, SIRT5 inh, FN deposition inh, C2C12 statin, S100A4 inh HTS, LGR2 antag, Casp6 inh
[25] COc1ccc(NC(=O)/C=C/c2ccccc2[N+](=O)[O-])c(OC)c1
 : x, -2, -7, x, 0, -20, -2
[13] O=C(NCCSCc1ccccc1)c1ccccc1
 : x, 1, -3, x, -2, -13, 0
[53] Cc1c(NS(=O)(=O)c2ccc(NCC3CCCO3)c([N+](=O)[O-])c2)c(=O)n(-c2ccccc2)n1C (stereo not given)
 : -10, 2, 0, 0, 13, 12, 1
[44] CCOC(=O)c1nn(-c2ccc(OCC)cc2)c2nc(-c3cccc(OC)c3)c(C#N)c(=O)n12
 : -8, -2, -1, 2, -1, -3, -1
[32] COc1ccccc1CNC(=O)[C@H](C)NC(=O)C1CCN(C(=O)[C@@H](N)C(C)C)CC1
 : -2, 0, x, 6, 2, 8, -5
[33] COC(=O)C[C@@H]1CC[C@H]2[C@@H](COc3ccc(NC(=O)NC(C)C)cc3C(=O)N2C)O1
 : -3, -5, -15, 12, 10, 11, -1
[47] NC(Cc1ccc(Cl)cc1)c1csc(NC(=O)NCCc2ccccc2)n1 (stereo not given)
 : 3, x, 10, -46, -2, 1, -3

The listing continues:
No.	mol	esBAF inh	SIRT5 inh	FN deposition inh	C2C12 statin
61	CCc1noc(C)c1C(=O)N1CCN(c2cccc(C)c2C)CC1	-9	-2	x	1
62	O=C(O)COc1ccc(Cl)cc1C1CCCCC1	-4	-7	4	2
63	CCOC(=O)c1nnc(-c2ccccc2)nc1N1CCSCC1	-8	0	1	7
64	OC(c1ccccc1)(c1ccccc1)c1nccc2ccccc12	3	-5	-2	-6
65	CC1CCc2c(C(=O)Nc3ccc(N4CCOCC4)cc3)csc2C1 (stereo not given)	x	-5	x	x
66	CCCNC(=O)C[C@@H]1CC[C@H]2[C@@H](COc3ccc(NS(=O)(=O)c4ccccc4C)cc3C(=O)N2C)O1	-4	-1	9	-21

No.	S100A4 inh HTS	LGR2 antag	Casp6 inh
61	-4	5	0
62	-6	-11	0
63	2	-5	2
64	-4	15	-2
65	-5	-29	0
66	2	26	-2

These rows are one share of the data, so the mix of outcomes need not match the whole.
